Screening results deposited in PubChem BioAssay by several laboratories.
EBNA-1 inh = EBNA-1 DNA-binding inhibitors, primary screen, biochemical, fluorescence polarization | inhibition, % at 14.8 µM | 300,000 tested, 0.34% active | AID 1950, 2009; in the data active means inhibition above about 28%
MEX-5 binding = MEX-5 zinc finger RNA-binding disruptors – biochemical, C. elegans, fluorescence polarization, MLPCN library, primary screen | MEX-5/FITC-TCR2 RNA binding; active compounds read low | activity score (negative = inhibition of binding), % at 10 µM | 300,000 tested, 0.38% active;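 active means inhibition past about -25% in most replicates, and total fluorescence under double the plate's negative control median, limit read from the data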;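 further: 0% = DMSO and -100% = 5 µM competing unlabeled TCR2 RNA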
Target sequence (Q9XUB2 whole entry, looked up): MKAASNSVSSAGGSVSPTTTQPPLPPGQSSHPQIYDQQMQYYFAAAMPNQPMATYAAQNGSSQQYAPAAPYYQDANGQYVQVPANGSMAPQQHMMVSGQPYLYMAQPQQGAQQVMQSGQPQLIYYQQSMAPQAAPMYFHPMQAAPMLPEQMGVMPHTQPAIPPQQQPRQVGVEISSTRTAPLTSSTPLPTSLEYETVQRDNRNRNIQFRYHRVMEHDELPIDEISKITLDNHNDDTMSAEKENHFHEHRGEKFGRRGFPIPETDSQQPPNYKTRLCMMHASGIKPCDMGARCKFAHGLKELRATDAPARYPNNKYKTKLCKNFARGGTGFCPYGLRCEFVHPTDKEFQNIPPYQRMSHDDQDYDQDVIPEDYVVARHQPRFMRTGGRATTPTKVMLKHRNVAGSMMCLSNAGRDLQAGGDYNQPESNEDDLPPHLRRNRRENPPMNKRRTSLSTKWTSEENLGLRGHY
ZTA counter = blocks Epstein-Barr virus ZTA, an EBNA-1 counter-screen | ZTA-DNA binding, fluorescence polarization | inhibition, % at 11 µM | 320,000 tested, 0.15% active | AID 2234; in the data active means inhibition above about 33%
Bcl-xL primary = inhibitors of human Bcl-xL, primary screen, biochemical, fluorescence polarization, HTS; GST-Bcl-xL / FITC-Bim BH3 peptide fluorescence polarization; inhibition, % at 10.9 µM; Bcl-2-like protein 1 (Homo sapiens), Q07817; 320,000 tested, 0.7% active; AID 2129, 2009;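 active means inhibition above the mean of all tested compounds plus 3 SD, cutoff set per campaign, cut at about 30% in these data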;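 further: 0% = DMSO wells and 100% = unlabeled Bim-BH3 peptide competitor; inhibitors lower millipolarization by displacing the labeled peptide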
GLD-1 TGE inh = GLD-1/TGE RNA complex disruptors, primary screen, biochemical, fluorescence polarization. AID 2280, 2010. purified GLD-1 + fluorescein TGE RNA. inhibition, % at 5.96 µM. 320,000 tested, 0.44% active. Female germline-specific tumor suppressor gld-1 (Caenorhabditis elegans), Q17339;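 active means percent inhibition above a per-plate cutoff, the plate mean of test compounds plus 3 SD, cut at about 30% in these data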;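 further: 0% = DMSO wells with GLD-1 and probe and 100% = wells lacking GLD-1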
Target sequence (Q17339 whole entry, looked up): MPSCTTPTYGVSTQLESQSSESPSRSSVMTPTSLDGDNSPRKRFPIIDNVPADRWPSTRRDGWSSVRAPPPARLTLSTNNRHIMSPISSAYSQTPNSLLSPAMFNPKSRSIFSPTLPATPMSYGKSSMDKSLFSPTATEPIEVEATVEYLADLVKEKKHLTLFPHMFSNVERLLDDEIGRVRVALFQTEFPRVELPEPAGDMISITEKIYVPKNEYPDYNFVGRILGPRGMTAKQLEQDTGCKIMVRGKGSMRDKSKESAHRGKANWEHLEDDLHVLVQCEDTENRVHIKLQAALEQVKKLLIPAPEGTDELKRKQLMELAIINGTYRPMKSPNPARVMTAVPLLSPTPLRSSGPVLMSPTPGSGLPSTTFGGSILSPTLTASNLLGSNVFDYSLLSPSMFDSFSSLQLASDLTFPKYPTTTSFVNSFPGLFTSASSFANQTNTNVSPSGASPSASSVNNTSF
MCL1 BIM primary = inhibitors of MCL1 binding to BIM-BH3, primary screen, biochemical, fluorescence polarization; GST-MCL1 / FITC-Bim-BH3 fluorescence polarization; Induced myeloid leukemia cell differentiation protein Mcl-1 (Homo sapiens), Q07820; AID 2057, 2009; inhibition, % at 10.9 µM; 320,000 tested, 0.68% active;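 active means inhibition above the mean inhibition of all tested compounds plus 3 SD, set per campaign, cut at about 40% in these data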;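 further: 0% = DMSO wells and 100% = unlabeled Bim-BH3 peptide control; higher means more loss of mP so more displacement of Bim peptide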
Fam108B inh = mouse Fam108B serine hydrolase inhibitors, primary screen, counter-screen for RBBP9 inhibitor project, biochemical, fluorescence polarization. recombinant Fam108B, FP-Rh probe fluorescence polarization. inhibition, % at 9.51 µM. 300,000 tested, 0.33% active;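 active means inhibition above the screen mean inhibition plus 3 SD, computed separately per campaign, cut at about 18% in these data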;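 further: inhibitors lower polarization as less probe binds the enzyme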
CR mimetic SO = reduction of superoxide in aged yeast, primary screen, HTS; superoxide response (% of plate mean), % at 10 µM; S. cerevisiae aged cells, superoxide DHE fluorescence; active compounds read low; 330,000 tested, 0.18% active;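 active means superoxide response under a set limit, about three screen SD below normal, cut at about 65% in these data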;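 further: yeast aged for seven days with compound at 30 °C before DHE staining; 100% = average MFI of all compound-treated wells on the plate with controls excluded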
Efflux pump mplx = inhibitors of Candida efflux pumps in yeast, primary screen, S. cerevisiae, Nile Red, multiplex. 330,000 tested, 0.44% active. inhibition, % at 10 µM. S. cerevisiae Candida pump triplex. AID 485275, 2010;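 active means plate passing quality check with inhibition over a set limit, or well fluorescence over plate mean plus 4 SD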;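 further: Nile Red retained in pooled yeast measured as flow cytometry median fluorescence; 0% = buffer negative control and 100% = Enniatin B positive control; higher means more Nile Red kept so more efflux inhibition; some compounds called inactive have numbers as strong as hits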
An asterisk follows results filed as active; . = not tested or not shown.

structure | EBNA-1 inh | MEX-5 binding | ZTA counter | Bcl-xL primary | GLD-1 TGE inh | MCL1 BIM primary | Fam108B inh | CR mimetic SO | Efflux pump mplx
Cc1cccc(CN2CCN(c3ccccn3)CC2)c1 | -8 | -1.6 | 20 | 5 | 2 | -3 | -4 | 119 | -0.1
CN(C)/N=C/c1ccc(Sc2ccccc2[N+](=O)[O-])o1 | 0 | 1.1 | 6 | 9 | 1 | 4 | 2 | 101 | 0.3
CC(=O)Oc1c(C)cc(Cl)cc1C(=O)Nc1ccc([N+](=O)[O-])cc1Cl | 12 | 2.3 | -4 | 4 | -3 | -4 | 1 | 119 | 0.4
CC(Oc1ccc(Cl)cc1Cl)C(=O)NCCC1=CCCCC1 (configuration not stated) | 0 | -1.8 | 3 | 5 | 2 | -1 | 1 | 90 | -0.1
O=c1[nH]c2ccccc2n1Cc1ccc(Cl)cc1 | 2 | -3.9 | 3 | 6 | -4 | 5 | 2 | 100 | -0.1
COc1cccc(-c2ccc(SCC(=O)N3CCc4ccccc43)nn2)c1 | -6 | 0.8 | -20 | -1 | 0 | -5 | -11 | 121 | 0.0
COc1ccc(CCNS(=O)(=O)c2cc(C(=O)O)c(Cl)cc2Cl)cc1 | -4 | -0.2 | -8 | 2 | 0 | -1 | 2 | 102 | 0.0
O=S(=O)(NCC(c1cccnc1)N1CCN(c2ccc(F)cc2)CC1)c1ccccc1 (configuration not stated) | 10 | 0.0 | -2 | 3 | 0 | 5 | -3 | 119 | 0.0
COCCCNC(=S)N/N=C/c1ccc(OC)cc1 | 1 | -0.1 | -17 | 6 | -4 | 6 | -2 | 98 | 0.2
COc1ccc2c3n(nc2c1)CCN=C3c1cc(Cl)c(N)c(Cl)c1 | -7 | . | -4 | 8 | -9 | 6 | 4 | 102 | 0.0
CCN(CC)C(=O)C[n+]1ccc(C(N)=O)cc1 | 7 | -2.1 | 1 | 5 | 2 | 4 | 2 | 102 | 0.0
CCOC(=O)N1CCc2c(sc(NC(=O)c3ccc(Cl)s3)c2C(N)=O)C1 | 0 | . | -7 | -1 | 2 | -10 | 9 | 113 | 0.1
CC(=O)O[C@@H]1C[C@H]2C(C)(C)C(=O)C=C[C@]2(C)[C@H]2CC[C@@]3(C)[C@H](c4ccoc4)OC(=O)[C@H]4O[C@]43[C@@]21C | 5 | 2.3 | 11 | 4 | -8 | 3 | 2 | 99 | -0.1
O=C(c1ccc(N2CCCCS2(=O)=O)cc1)N1CCN(c2ccc(N3CCOCC3)nn2)CC1 | 11 | -2.9 | 9 | 5 | 4 | 7 | 1 | 98 | 0.0
CCCCN(CC)Cc1c(C)[nH]c2ccccc2c1=O | 10 | 0.5 | 2 | 3 | 8 | 2 | -4 | 95 | -0.1

(listing goes on)
structure | EBNA-1 inh | MEX-5 binding | ZTA counter | Bcl-xL primary | GLD-1 TGE inh | MCL1 BIM primary | Fam108B inh | CR mimetic SO | Efflux pump mplx
CC1CCCC(NCC(=O)Nc2ccc(C(N)=O)cc2)C1C (configuration not stated) | 1 | -0.8 | 3 | 1 | -2 | -1 | 2 | 94 | 0.1
NNC(=O)c1ccc(CN2CCCCC2)o1 | 6 | 0.0 | -17 | 5 | 6 | 10 | 1 | 96 | 0.2
S=C(Nc1ccc(Br)cc1Cl)NC1CCN(Cc2ccccc2)CC1 | -5 | -0.8 | 12 | 4 | 8 | 3 | -2 | 92 | 0.1
Cc1cc([N+](=O)[O-])nn1CC(=O)Nc1sc2c(c1C(N)=O)CCCC2 | -4 | -0.5 | -1 | 9 | -3 | 10 | 4 | 117 | 0.0
Cc1ccc(NC(=O)COC(=O)c2ccco2)cc1 | 0 | 1.6 | -15 | 4 | 5 | 9 | 3 | 76 | -0.1
CCOC(=O)C1=C(CCc2ccccc2)NC(=O)NC1c1ccc2ccccc2c1 (configuration not stated) | 6 | 4.4 | 6 | 9 | 3 | 2 | -8 | 104 | -0.2
CCN(CC(=O)Nc1c(F)cccc1F)C(=O)c1cccc(S(=O)(=O)N2CCc3ccccc3C2)c1 | -19 | 2.2 | 3 | -2 | 1 | -2 | 0 | 108 | -0.1
Oc1ccc(-c2csc(Nc3ccccn3)n2)cc1O | 3 | -32* | 18 | 27 | 5 | 22 | 3 | 97 | 0.2
O=C(NCC1CCCO1)c1cnn2c1NC(c1ccccc1)CC2C(F)(F)F (configuration not stated) | 2 | -1.9 | 3 | 1 | 4 | -5 | 3 | 105 | 0.2
CCOc1ccc2nc(SCC(=O)Nc3ccc4c(c3)OCO4)sc2c1 | 1 | -2.5 | -1 | 6 | 6 | -6 | 0 | 80 | -0.1
CC1Cc2cc(-c3csc(N)n3)ccc2O1 (configuration not stated) | 1 | -5.6 | 8 | 2 | -2 | 4 | -4 | 93 | 0.1
Cc1ccc(OCC(COCc2ccccc2)NC(C)C)cc1 (configuration not stated) | 0 | 2.9 | 12 | 6 | -3 | -4 | -1 | 100 | 0.0
COc1ccc(Cn2c(=O)[nH]c3cc(C(=O)NCc4ccc5c(c4)OCO5)ccc3c2=O)cc1 | 27 | 0.1 | -20 | -8 | 16 | -4 | -19 | 97 | 1.9
CC(=O)O[C@H]1CC(=O)OC(C)(C)C2CC(=O)[C@]3(C)C(CC[C@@](C)([C@@H](O[C@@H]4O[C@H](CO)[C@@H](O)[C@H](O)[C@H]4O)c4ccoc4)[C@@]34O[C@@H]4C(=O)O)[C@]21C (some centres not stated) | -4 | . | 9 | 2 | -9 | 4 | 2 | 93 | -0.3
CC(C)Sc1ncnc2c1cnn2-c1ccccc1 | 0 | 1.5 | 8 | 0 | 6 | 13 | 3 | 101 | 0.0

Later entries
structure | EBNA-1 inh | MEX-5 binding | ZTA counter | Bcl-xL primary | GLD-1 TGE inh | MCL1 BIM primary | Fam108B inh | CR mimetic SO | Efflux pump mplx
CC(C)[C@H](Nc1ncnc2c1oc1ccccc12)C(=O)O | 6 | 0.9 | 0 | 2 | 4 | -9 | -1 | 102 | 0.0
CN(C)c1ccc(S(=O)(=O)N(C)C)cc1[N+](=O)[O-] | -15 | -2.8 | 15 | 7 | -2 | -1 | 0 | 109 | 0.2
COc1ccc(CNC(=O)CN2C(=O)c3ccc([N+](=O)[O-])cc3C2=O)cc1 | -4 | 0.6 | -13 | -4 | 0 | -11 | -1 | 104 | 0.0
CN(C(=O)c1ccccn1)c1nnc(-c2ccccn2)s1 | -7 | -0.1 | -9 | -5 | -1 | -6 | -3 | 96 | -0.1
CCOC(=O)c1c(C)oc2c1c(C(c1cccnc1)N1CCCCC1)c(O)c1ccccc12 (configuration not stated) | -2 | 0.1 | -17 | 4 | 8 | 12 | 12 | 89 | -0.2
O=S(=O)(c1ccc(Cl)s1)N1CCN(Cc2ccccc2)CC1 | -7 | 0.5 | -7 | 5 | -1 | 1 | -1 | 121 | 0.1
Cc1ccc(/C=C2\CCC3=C2OC(N)=C(C#N)C3c2ccc(C)cc2)cc1 (configuration not stated) | -11 | -7.1 | 17 | -23 | -69 | -53 | -5 | 108 | 3.6*
COC(=O)C1(C)CC1(c1ccccc1)c1ccccc1 (configuration not stated) | 2 | 0.5 | 4 | 3 | -4 | 1 | -2 | 119 | 0.1
c1ccc(-n2cccc2CNC2CCCCC2)cc1 | -13 | -1.0 | 3 | 3 | 0 | 15 | -1 | 110 | -0.1
Cc1ccc(S(=O)(=O)N2CCCCC2CCNC(=O)C(=O)NCc2ccncc2)cc1 (configuration not stated) | -6 | 1.4 | -5 | 5 | -5 | 3 | 3 | 89 | 0.0
O=C(O)c1ccc(N=NNc2cccc([N+](=O)[O-])c2)cc1 | -6 | -1.1 | -9 | 5 | -2 | 9 | 2 | 93 | -0.1
CN(Cc1ccccc1)C(=O)Cn1c(=O)oc2cc(S(=O)(=O)NCc3ccccc3)ccc21 | 4 | -2.3 | -14 | 4 | 5 | 8 | -4 | 99 | -0.1
Cc1ccsc1/C=C1\CCc2ccccc2C1=O | -9 | -2.8 | -2 | 6 | 2 | 2 | 3 | 102 | 0.1
COc1ccccc1C(=O)NCC(=O)NCc1cc(=O)n(C)c(=O)n1C | 4 | -0.9 | 13 | 2 | 3 | -8 | -2 | 93 | -0.3
Cc1nn(C)c(Oc2cccc(Cl)c2)c1C=O | 8 | 2.6 | -4 | -3 | 3 | -5 | 4 | 93 | 0.0

Remaining list, next part
structure | EBNA-1 inh | MEX-5 binding | ZTA counter | Bcl-xL primary | GLD-1 TGE inh | MCL1 BIM primary | Fam108B inh | CR mimetic SO | Efflux pump mplx
C/C(=C\C(=O)c1ccccc1)NNc1nc2ccccc2s1 | -6 | 2.0 | 2 | 0 | -3 | -3 | -4 | 109 | 0.1
CC(C)C(=O)Nc1cccc(NC(=S)NC(=O)c2ccc([N+](=O)[O-])cc2)c1 | -10 | -0.4 | -11 | 9 | 1 | 19 | 3 | 87 | 0.0
Cc1cccn2c(=O)c3cc(C(=O)NCc4ccco4)c(=N)n(C4CCCCC4)c3nc12 | -4 | -1.2 | 8 | 20 | 11 | 16 | 1 | 122 | 0.1
NC(=S)Nc1cc2ccccc2c2ccccc12 | 11 | 0.5 | -6 | 2 | 6 | 9 | 2 | 101 | -0.1
CCOc1cc(CNC2CCCC2)c(Cl)cc1OCC(=O)Nc1ccccc1 | -11 | -0.5 | -9 | 5 | -5 | 3 | -2 | 85 | 0.1
Cc1cc(C(=O)Nc2ccccc2N2CCOCC2)no1 | . | . | -2 | -11 | 0 | -11 | . | 102 | 0.1
COc1ccc(NC(=O)CSc2ccc3nnc(-c4cccnc4)n3n2)c(OC)c1 | -1 | 1.4 | 0 | 6 | 0 | 11 | 3 | 81 | -0.1
O=S(=O)(c1ccc(-c2csc(-c3cccnc3)n2)cc1)N1CCCC1 | -7 | -5.5 | 4 | 4 | 6 | 1 | 6 | 105 | 0.0
CCOc1ccc(-c2nc(S(=O)(=O)c3ccccc3)c(NC)o2)cc1 | 3 | -1.4 | 8 | 4 | -3 | 0 | 0 | 104 | 0.3
CC(C)(C)OC(=O)N1CCN(C(=O)c2[nH]cnc2C(=O)NCC(=O)OCc2ccccc2)CC1 | 1 | 1.6 | 8 | 5 | 3 | 1 | 5 | 99 | 0.0
O=C1c2ccc([N+](=O)[O-])cc2C(=O)N1c1ccc(Cl)cn1 | 0 | 1.2 | -16 | 7 | -1 | -1 | 0 | 98 | -0.1
Cc1ccc(N2C(=O)N(Cc3ccccc3C)c3ccccc3S2(=O)=O)cc1 | -10 | 0.1 | 17 | 2 | 1 | 1 | -1 | 103 | 0.0
Cc1n[nH]c(C)c1S(=O)(=O)N1CCCC(C(=O)NCc2ccc(F)cc2)C1 (configuration not stated) | -4 | -2.9 | -1 | 5 | -3 | 0 | -1 | 96 | 0.0
CCN(CC)S(=O)(=O)c1ccc(N2CCOCC2)c(NC(=O)Cc2ccccc2)c1 | 0 | . | 1 | -2 | -3 | -8 | 2 | 98 | -0.5
Cc1ncc(CN2CCC(n3nccc3NC(=O)c3ccccc3)CC2)s1 | -1 | -1.7 | 19 | 4 | 5 | 1 | -3 | 104 | 0.1
CC1(C)NC(=O)N(CC(O)CN(Cc2ccccc2)Cc2ccccc2)C1=O (configuration not stated) | 3 | -1.0 | 5 | 2 | 6 | 2 | -1 | 95 | 0.1
